Bioassay records as filed in PubChem BioAssay.
TTR transcr act: TTR transcription activators in neuroblastoma reporter cells, primary screen, cell-based, luminescence, SH-SY5Y, TTR promoter Gaussia luciferase | 100% = recombinant luciferase protein wells | activation, % at 16.7 µM | actives 1.3% (n = 92,000) | AID 1117267, 2014;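 active means activation above the mean of all tested compounds plus 3 SD, cut at about 9.5% in these data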;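 further: cells exposed to compounds for one day before reading; 0% = median of all test compound wells on the plate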
An asterisk follows results filed as active.

C#CCOCCOCCOCCNc1nc(N2CCN(C(=O)Cn3cc(CCCN=C(N)N)nn3)CC2)nc(N2CCN(C(=O)[C@H]([C@@H](C)CC)n3cc(CCCCN)nn3)CC2)n1 was read as TTR transcr act -0.2.
`COc1cccc(Cn2ncc3c4sc(S(C)=O)cc4n(C)c3c2=O)c1` (stereo unspecified) gave TTR transcr act 4.7.
`CCOC(=O)CSc1ccc2ccccc2n1` gave TTR transcr act -0.2.
Cn1cnc(S(=O)(=O)N2CCc3ccccc32)c1 was read as TTR transcr act -4.2.
COc1ccccc1C(=O)N/N=C(\C)CC(=O)Nc1ccc(Cl)cn1 was read as TTR transcr act 1.3.
For CSc1nsc(SCC(=O)Nc2nc3ccccc3s2)n1 the results were TTR transcr act -1.2.
Cc1cc(C)cc(Nc2ncc3c(n2)CCCC3=O)c1 was read as TTR transcr act 1.7.
For CC(=Nc1cccc(O)c1)c1sc2ccccc2c1O the results were TTR transcr act 2.4.
`O=C1OCc2ccc(NS(=O)(=O)c3ccc(C(F)(F)F)cc3)cc21` gave TTR transcr act 0.6.
CCOC(=O)c1c(C)c(-c2ccccc2)n(CC(=O)NCCCN(CC)CC)c1C was read as TTR transcr act -0.8.
O=C(COC(=O)c1ccc2c(=O)n3c(nc2c1)CCC3)Nc1ccccc1F was read as TTR transcr act 2.2.
Screening Cc1ccc(SCCNS(C)(=O)=O)cc1 returned TTR transcr act -1.7.
`O=C(NCc1ccc(F)cc1)c1ccc(CS(=O)Cc2ccccc2Cl)o1` (stereo unspecified) gave TTR transcr act -2.0.
Screening Cc1ccc(S(=O)(=O)CCC(=O)OCC(=O)NCC(=O)Nc2cccc(C)c2C)cc1 returned TTR transcr act 1.2.
`O=C(CSc1nc(O)c(Cc2ccccc2)c(=O)[nH]1)N1CCOCC1` gave TTR transcr act 3.5.
Screening CC(C)c1ccc(N(CC(=O)NCCc2ccccc2)C(=O)c2csnn2)cc1 returned TTR transcr act -1.6.
`O=C(Nc1ccccc1)OC[C@@H]1CSCCS(=O)(=O)N1` gave TTR transcr act 3.1.
`CN(C(=O)CSc1nnc(-c2ccco2)n1N)C1CCCCC1` gave TTR transcr act 1.9.
For O=C(NCCc1ccccc1)c1ccccc1F the results were TTR transcr act 0.5.
CCOC(=O)C(Cc1ccc(NC(=O)/C(=C/c2ccc(OC(C)=O)cc2)NC(C)=O)cc1)N1C(=O)c2ccccc2C1=O (stereo unspecified) was read as TTR transcr act -1.5.
Screening Cc1cccc(C)c1Nc1ncnc(N)c1[N+](=O)[O-] returned TTR transcr act 0.2.
For CCN(CC)c1nc2ccccc2c(N)c1-c1ccccc1 the results were TTR transcr act 9.1.
For O=C(COC(=O)c1ccccc1Cl)Nc1cccc(S(=O)(=O)N2CCCCC2)c1 the results were TTR transcr act -0.6.
For Cc1ccc(S(=O)(=O)Oc2ccc(/C=N/NC(=O)c3c(Cl)cnn3C)cc2)cc1 the results were TTR transcr act 0.4.
For COc1ccc(/C=C2\Oc3cc(OCC(N)=O)ccc3C2=O)cc1OC the results were TTR transcr act 0.7.
For CN(C)/C=N/c1sc2c(c1C#N)CCC2 the results were TTR transcr act 2.5.
Screening COc1cc(C(=O)Nc2sc(C)c(C)c2C(=O)O)cc(OC)c1OC returned TTR transcr act 0.9.
`O=C(NNc1ccc(Cl)cc1)c1sccc1Cl` gave TTR transcr act 2.5.
Screening CNc1ccc(/C=C(\C#N)C(=O)Nc2ccccn2)cc1[N+](=O)[O-] returned TTR transcr act 23*.
Cc1ccc(NC(=O)O/N=C/c2ccc(Br)cc2)cc1 was read as TTR transcr act -0.1.
COc1ccc(N2CCN(C(=O)CCCSc3nc4ccccc4[nH]3)CC2)cc1 was read as TTR transcr act 0.1.
For CCn1c(=O)c2c(nc3n2CCS3)n(C)c1=O the results were TTR transcr act -2.2.
`O=C(Nc1nnc(-c2ccncc2)o1)c1ccc2ccccc2c1` gave TTR transcr act -0.5.
`CC(C)CCNC(=O)C(NS(=O)(=O)c1ccc2c(c1)c(=O)n(C)c(=O)n2C)c1ccccc1` (stereo unspecified) gave TTR transcr act -0.9.
`CCC(Sc1nc2ccc(N)cc2s1)C(=O)Nc1nccs1` (stereo unspecified) gave TTR transcr act 0.2.
NS(=O)(=O)c1ccc(-n2nncc2-c2ccco2)cc1 was read as TTR transcr act 1.0.
C/C(=N/NC(=O)Cc1cccc2ccccc12)c1cccs1 was read as TTR transcr act -0.6.
Screening CC(=O)Oc1ccc(NC(=O)Cc2ccccc2)c(C(=O)O)c1 returned TTR transcr act -0.1.
CCOC(=O)c1cc(C)n(Cc2ccc(OCC)c(OC)c2)c1C was read as TTR transcr act -1.2.
Cc1[nH]n(-c2ccccc2)c(=O)c1N=Nc1c(O)cc(S(=O)(=O)N(C)C)c2ccccc12 was read as TTR transcr act -1.3.
`C[C@H]1CN(S(=O)(=O)c2ccc3c(c2)OCCO3)CCN1S(=O)(=O)c1c(F)cccc1F` gave TTR transcr act 0.4.
Screening Cc1c(C(=O)NCCSCc2c(F)cccc2Cl)cnn1-c1ccc(Cl)cc1 returned TTR transcr act -3.8.
CCSc1nc2c([nH]c3ccccc32)c(=O)n1C was read as TTR transcr act 2.9.
Screening O=C(COC(=O)c1ccc(S(=O)(=O)NCc2ccco2)cc1)Nc1ncc(Cl)cc1Cl returned TTR transcr act 0.1.
For COc1ccc(CN2C(=O)[C@@H]3C(c4ccc(F)cc4)=NO[C@@H]3C2=O)cc1 the results were TTR transcr act 2.5.
COC(=O)c1ccccc1NC(=S)N(Cc1ccc2c(c1)OCO2)Cc1cc2cc(C)ccc2[nH]c1=O was read as TTR transcr act -2.0.
`COc1ccc(-c2csc(Nc3ccc(S(N)(=O)=O)cc3)n2)cc1OC` gave TTR transcr act -3.8.
For CCc1nnc(NC(=O)[C@@H](NC(=O)c2cccc(C)c2)C(C)C)s1 the results were TTR transcr act -1.3.
For O=C(C1CCCCC1)N1CCC(c2nc3ccccc3[nH]2)CC1 the results were TTR transcr act 0.7.
`CSc1nnnc2ccccc12` gave TTR transcr act -1.0.
Screening Cc1ccc(S(=O)(=O)Nc2ccc3c(c2)nc(CN2CCCC2)n3C)cc1 returned TTR transcr act 1.6.
For COc1ccc(-c2cnc(OC(C)(C)C)nc2OC(C)(C)C)cc1OC the results were TTR transcr act 7.2.
`CCCC(=O)Nc1cc(=O)n(C)c(=O)n1C` gave TTR transcr act -0.8.
O=C(CCc1ccccn1)N1CCCC(Nc2ccc(F)cc2)C1 (stereo unspecified) was read as TTR transcr act 1.2.
Fc1ccccc1Cc1noc(CN(Cc2ccccn2)CC2CCCO2)n1 (stereo unspecified) was read as TTR transcr act -1.3.
For COc1cccc(N=c2oc3ccccc3cc2-c2nc3ccccc3[nH]2)c1 the results were TTR transcr act -0.7.
For Cc1ccc(NCN2C(=O)C(=O)c3ccccc32)nc1 the results were TTR transcr act 1.1.
For COc1cc(OC)c(NC(=O)CCNS(=O)(=O)c2ccc3c(c2)CC(C)N3C(C)=O)cc1Cl (stereo unspecified) the results were TTR transcr act -2.2.
`CCCN1C2=C(C(=O)CC(C)(C)C2)C(c2ccc(F)cc2)C2=C1c1ccccc1C2=O` (stereo unspecified) gave TTR transcr act -0.4.
Screening COc1ccc(CCN2CCCn3c2nc2c3c(=O)n(CC(N)=O)c(=O)n2C)cc1OC returned TTR transcr act 0.5.
`O=C(Nc1ccc(Br)cc1)Nc1ccccc1Cl` gave TTR transcr act -5.5.
For CC1CCCCN1C(=O)CSc1nnc(-c2ccccc2F)o1 (stereo unspecified) the results were TTR transcr act 1.3.
For CCN(CC)S(=O)(=O)c1ccc(N2CCOCC2)c(NC(=O)c2ccc(=O)[nH]c2)c1 the results were TTR transcr act 0.0.
Screening COc1ccccc1NC(=O)COc1ccc(CO)cc1Cl returned TTR transcr act 2.5.
Screening Cc1nc([N+](=O)[O-])cn1C(C)C returned TTR transcr act 4.0.
CC(CN1CCN(C)CC1)OC(=O)c1ccc(Cl)cc1Cl (stereo unspecified) was read as TTR transcr act 2.2.
C[C@H]1[C@@H](N(C)C)CC[C@@]23CCCN2C(=O)CCC[C@@H]13 was read as TTR transcr act -0.5.
`CC(C)(C)c1cc(C(=O)NCCN2CCCC2)cc(C(C)(C)C)c1` gave TTR transcr act -0.8.
O=C1CCC/C(=N/NC(=O)c2cc(NS(=O)(=O)c3cccs3)cc(NS(=O)(=O)c3cccs3)c2)C1 was read as TTR transcr act 1.2.
Cc1ccc(SCC(=O)c2sc(-c3ccccc3)nc2C)cc1 was read as TTR transcr act 4.6.
Screening COc1ccc(COC(=O)c2ccc3c(=O)n4c(nc3c2)CCC4)cc1F returned TTR transcr act -0.8.
`CCc1noc(C)c1C(=O)N(C)CC(=O)Nc1cccc(OC)c1` gave TTR transcr act 5.2.
CS(=O)(=O)c1nc(S(=O)(=O)c2ccc(Cl)cc2)c(N2CCCCC2)s1 was read as TTR transcr act -0.2.
O=C(CNC(=O)c1n[nH]c2ccccc12)Nc1ccc(F)c(F)c1F was read as TTR transcr act 1.0.
`CN(CC(=O)Nc1ccc(OC(F)(F)F)cc1)C(=O)c1ccc(N2CCCC2=O)cc1` gave TTR transcr act -1.3.
For CSc1ccccc1NC(=O)CSCc1ccccc1Br the results were TTR transcr act -3.9.
Screening Cc1ccc(C2NC(=O)Cc3ccccc32)cc1 (stereo unspecified) returned TTR transcr act -4.0.
Screening COc1ccc(CC(=O)Nc2ccc(-c3nnc(-c4ccccc4)o3)cc2)cc1 returned TTR transcr act 0.9.
Screening CNC(=O)CSc1n[nH]c(-c2cc(Cl)ccc2OC)n1 returned TTR transcr act 0.2.
COc1ccc(-c2cc(CNC(=O)CCl)on2)cc1 was read as TTR transcr act -3.7.
`CCOCCCNC(=O)CSCc1nc(-c2ccc(SC)cc2)oc1C` gave TTR transcr act 1.3.
For O=c1c2ccccc2c(-c2ccc(Br)cc2)nn1Cc1ccccc1 the results were TTR transcr act -2.7.
`COC(=O)c1cc(OC)c(OC)cc1NC(=O)CN1C(=O)c2ccccc2C1=O` gave TTR transcr act 0.0.
Screening Cc1cc(C)nc(NS(=O)(=O)c2ccc(NC(=O)NC3CCCCC3)cc2)n1 returned TTR transcr act -1.2.
Screening CCCCNC(=O)c1cc(S(=O)(=O)N2CCCCC2)oc1C returned TTR transcr act 0.3.
Screening O=C(Nc1ccc(Cl)cc1F)C1CCCN(C2=NS(=O)(=O)c3ccccc32)C1 (stereo unspecified) returned TTR transcr act -1.7.
CC(=O)NC12CC3CC(C1)CC(C(=O)Nc1cccc(S(=O)(=O)N4CCCCCC4)c1)(C3)C2 was read as TTR transcr act 0.5.
`C/C(N)=C(/C#N)C(=O)CSc1nc2ccccc2c(=O)n1-c1ccccc1C` gave TTR transcr act 3.0.
Screening COc1cc(CN2CCC(C(=O)N3CCN(c4ccccc4F)CC3)CC2)cc(OC)c1OC returned TTR transcr act -0.7.
Screening Cc1ccccc1CSc1nccn1-c1ccccc1 returned TTR transcr act 0.3.
For O=[N+]([O-])c1ccccc1S(=O)(=O)Nc1cccc(S(=O)(=O)N2CCCC2)c1 the results were TTR transcr act 2.5.
Screening COc1ccccc1-c1noc2c1C(=O)N(Cc1cn(Cc3ccccc3)nn1)CC2 returned TTR transcr act -2.2.
For O=c1ccsc2ccccc12 the results were TTR transcr act 2.5.
`Cc1ccc(N(CC(=O)NCCSc2nc3ccccc3s2)S(=O)(=O)c2ccccc2)c(C)c1` gave TTR transcr act -2.7.
For O=C(c1ccc(F)cc1)N1CCC(C(=O)N2CCN(Cc3ccc4c(c3)OCO4)CC2)CC1 the results were TTR transcr act -1.4.
Screening CCc1ccc(NC(=O)c2cnn(-c3ccccc3)c2C2CCNCC2)cc1 returned TTR transcr act -0.6.
For O=S1(=O)C=C[C@@H](CO)N1Cc1ccc(Br)cc1 the results were TTR transcr act 1.5.
Screening O=C(c1cc2cc(Br)ccc2o1)N1CCOCC1 returned TTR transcr act -1.8.
For C/C(=N/N=C(/N)SCc1ccccc1)C(C)(C)C the results were TTR transcr act 4.7.
For COc1cc2nc(C3CC3)n(NC(=O)c3ccc(F)cc3)c(=O)c2cc1OC the results were TTR transcr act -1.8.
Screening CCCCCCN1C[C@@H](O)[C@H](n2cc(COC(=O)c3ccccc3)nn2)C[C@@H]1c1ccccc1 returned TTR transcr act -1.2.
Screening CCOc1cc(S(=O)(=O)Nc2ccc(Cl)cn2)ccc1F returned TTR transcr act -1.4.
`CC1CCN(C(=O)CCNS(=O)(=O)c2ccc3c(c2)oc(=O)n3C)CC1` gave TTR transcr act 1.6.

Molecules listed so far that have two or more sulfur atoms:
`COc1cccc(Cn2ncc3c4sc(S(C)=O)cc4n(C)c3c2=O)c1` (stereo unspecified) gave TTR transcr act 4.7.
For CSc1nsc(SCC(=O)Nc2nc3ccccc3s2)n1 the results were TTR transcr act -1.2.
Screening Cc1ccc(SCCNS(C)(=O)=O)cc1 returned TTR transcr act -1.7.
`O=C(Nc1ccccc1)OC[C@@H]1CSCCS(=O)(=O)N1` gave TTR transcr act 3.1.
`CCC(Sc1nc2ccc(N)cc2s1)C(=O)Nc1nccs1` (stereo unspecified) gave TTR transcr act 0.2.
`C[C@H]1CN(S(=O)(=O)c2ccc3c(c2)OCCO3)CCN1S(=O)(=O)c1c(F)cccc1F` gave TTR transcr act 0.4.
`COc1ccc(-c2csc(Nc3ccc(S(N)(=O)=O)cc3)n2)cc1OC` gave TTR transcr act -3.8.
O=C1CCC/C(=N/NC(=O)c2cc(NS(=O)(=O)c3cccs3)cc(NS(=O)(=O)c3cccs3)c2)C1 was read as TTR transcr act 1.2.
Cc1ccc(SCC(=O)c2sc(-c3ccccc3)nc2C)cc1 was read as TTR transcr act 4.6.
CS(=O)(=O)c1nc(S(=O)(=O)c2ccc(Cl)cc2)c(N2CCCCC2)s1 was read as TTR transcr act -0.2.
For CSc1ccccc1NC(=O)CSCc1ccccc1Br the results were TTR transcr act -3.9.
`CCOCCCNC(=O)CSCc1nc(-c2ccc(SC)cc2)oc1C` gave TTR transcr act 1.3.
For O=[N+]([O-])c1ccccc1S(=O)(=O)Nc1cccc(S(=O)(=O)N2CCCC2)c1 the results were TTR transcr act 2.5.
`Cc1ccc(N(CC(=O)NCCSc2nc3ccccc3s2)S(=O)(=O)c2ccccc2)c(C)c1` gave TTR transcr act -2.7.

Some of the compounds tested, so the mix of outcomes need not match the whole.
